BH1578 lux ind: quorum light induction in luxS cqsA deficient V. cholerae; V. cholerae BH1578 lux reporter, luminescence, 6 h; activation, % at 18.7 µM; 0.16% of 350,000 active; in the data active means activation mostly above about 9.7%, no sharp cut-off; further: not every result past the cut was called active; inactives centre near 0; reference of the scale not given here
PriA SSB inh: K. pneumoniae PriA-SSBct interaction inhibition; inhibition, % at 33 µM; AlphaScreen SSBct-PriA binding, biotinylated peptide; 0.6% of 430,000 active; AID 1272365; in the data active means inhibition mostly above about 37%, no sharp cut-off; inactive means mostly below about 20%;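 further: plate controls were negative control peptide for no effect and reference peptide for full effect; strong numbers were not always called active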
MazF activator: activators of E. coli MazEF toxin-antitoxin RNase | FAM/BHQ RNA-DNA oligo cleavage fluorescence, 5 h | activation, % at 20 µM | 0.32% of 350,000 active; in the data active means activation above about 50%
Target sequence (P0AE70 whole entry, looked up): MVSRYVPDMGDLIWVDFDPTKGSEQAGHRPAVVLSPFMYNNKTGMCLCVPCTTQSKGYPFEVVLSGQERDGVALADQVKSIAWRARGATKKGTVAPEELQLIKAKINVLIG
UGM FP inh: blocks M. tuberculosis UGM enzyme | P9WIQ1 | purified UGM, fluorescence polarization probe displacement | inhibition, % at 10 µM | 0.06% of 320,000 active | AID 504406; in the data active means inhibition above about 10%, passing the limit was not always enough
Target sequence (P9WIQ1 whole entry, looked up): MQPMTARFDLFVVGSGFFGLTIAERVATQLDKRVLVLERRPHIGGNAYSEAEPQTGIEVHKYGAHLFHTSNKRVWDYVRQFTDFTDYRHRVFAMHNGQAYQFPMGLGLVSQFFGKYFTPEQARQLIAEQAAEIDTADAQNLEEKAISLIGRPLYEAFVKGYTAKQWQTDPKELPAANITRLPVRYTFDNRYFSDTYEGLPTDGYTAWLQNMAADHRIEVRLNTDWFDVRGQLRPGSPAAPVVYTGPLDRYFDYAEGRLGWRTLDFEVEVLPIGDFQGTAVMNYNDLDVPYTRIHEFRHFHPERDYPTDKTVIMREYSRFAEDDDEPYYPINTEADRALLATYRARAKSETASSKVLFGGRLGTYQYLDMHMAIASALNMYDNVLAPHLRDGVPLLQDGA
FBA Mtb inh: Mtb fructose-bisphosphate aldolase inhibition; purified M. tuberculosis FBA, fluorescence read-out; inhibition, % at 1 µM; 2.3% of 360,000 active; AID 588726; in the data active means inhibition above about 27%;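 further: 0% = vehicle and 100% = reference inhibitor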
Target sequence (P9WQA3 whole entry, looked up): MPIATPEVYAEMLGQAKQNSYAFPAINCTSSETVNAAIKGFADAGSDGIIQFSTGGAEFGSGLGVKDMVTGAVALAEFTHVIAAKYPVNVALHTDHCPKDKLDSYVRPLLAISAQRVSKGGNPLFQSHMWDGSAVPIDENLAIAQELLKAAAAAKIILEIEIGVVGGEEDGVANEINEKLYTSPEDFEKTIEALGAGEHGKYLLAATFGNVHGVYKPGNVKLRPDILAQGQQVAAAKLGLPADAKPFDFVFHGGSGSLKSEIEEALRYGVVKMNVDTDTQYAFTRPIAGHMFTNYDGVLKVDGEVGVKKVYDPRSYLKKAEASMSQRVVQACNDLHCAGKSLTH
Rv3671c protease: Rv3671c (M. tuberculosis) protease inhibition. P9WHR9. inhibition, % at 5.96 µM. 0.048% of 320,000 active. AID 2606; in the data active means inhibition above about 38%;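 further: extracellular domain of Rv3671c used as enzyme; 0% = enzyme with DMSO and 100% = no enzyme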
BioA inh: inhibitors of Mycobacterium tuberculosis BioA enzyme; purified M. tuberculosis BioA enzyme, plate reader; inhibition, % at 9.99 µM; 0.096% of 360,000 active; in the data active means inhibition above about 40%
VHR inh abs: DUSP3 (human) phosphatase inhibition; P51452; recombinant VHR phosphatase, pNPP absorbance; inhibition, % at 13.3 µM; 0.52% of 290,000 active; in the data active means inhibition above about 50%; further: some compounds called inactive have numbers as strong as hits
Target sequence (P51452 whole entry, looked up): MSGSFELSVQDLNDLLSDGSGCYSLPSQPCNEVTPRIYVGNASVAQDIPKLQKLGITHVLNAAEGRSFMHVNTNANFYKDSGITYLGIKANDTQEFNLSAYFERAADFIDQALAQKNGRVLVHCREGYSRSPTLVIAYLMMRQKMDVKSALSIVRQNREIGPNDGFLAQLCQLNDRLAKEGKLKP
3CLpro inhibitor: SARS-CoV 3CLpro protease inhibition | 0.14% of 290,000 active | inhibition, % at 6 µM | recombinant SARS-CoV 3CLpro, quenched FRET peptide cleavage | AID 1706; in the data active means inhibition above about 12%
GDH-TPI inh: counter-screen for M. tuberculosis FBA inhibitors: GDH-TPI coupled enzymes | GDH-TPI coupled enzyme counterscreen, NADH absorbance | inhibition, % at 4.8 µM | 1.2% of 360,000 active | AID 588335; in the data active means inhibition above about 30%;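 further: 0% = DMSO wells and 100% = wells lacking the enzyme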
Starred values were filed as active, the others as inactive; i = inactive; · = not tested or not shown; & = joins results of further samples.

SMILES | BH1578 lux ind | PriA SSB inh | MazF activator | UGM FP inh | FBA Mtb inh | Rv3671c protease | BioA inh | VHR inh abs | 3CLpro inhibitor | GDH-TPI inh
CCOC(=O)N1CCN(C(=O)/C=C/c2ccc(C(C)(C)C)cc2)CC1 | -0.6 | 2.3 | 2.1 | 1.2 | 2.3 | -8.6 | 10.7 | 45.8 | -0.9 | 2.5
Cc1ccccc1NC(=S)NC(NC(=O)COc1ccccc1)C(Cl)(Cl)Cl (configuration not stated) | -2.6 | -13.0 | -1.2 | -3.4 | 0.4 | -16.9 | 3.2 | 22.1 | 7.9 | -6.5
CSC(=S)NN=C(C)c1cccc(C)n1 | i | 55.3* | 0.5 | · | 1.0 | · | · | · | · | 6.0
CCCCN1CC(=O)N2[C@H]3c4ccc(OC)cc4OC[C@@H]3[C@H](C(=O)OCC)[C@]2(C)C1=O | i | 6.2 | 0.1 | -0.7 | 3.2 | -18.6 | -1.5 | · | · | 7.0
CCOc1cc(/C=C(\C#N)c2nc3ccccc3[nH]2)ccc1OC(C)C(=O)O (configuration not stated) | -2.6 | 8.9 | 3.2 | 0.6 | 1.3 | -2.4 | 2.1 | · | -1.1 | 29.3
Cc1ccc(S(=O)(=O)c2c(COC(=O)c3cccc(Cl)c3)c(-c3ccccc3)nn2C)cc1 | -0.2 | -5.6 | 4.0 | -0.3 | -2.3 | 1.6 | -1.3 | 15.5 | -2.2 | -1.2
COc1ccc(NC(=O)COC(=O)CC2CCCCC2)cc1 | -0.4 | 0.1 | 6.6 | 4.5 | 0.1 | 3.4 | 0.5 | · | · | 7.5
O=C(c1cc2c(s1)CCCCC2)N1CCN(c2ncccn2)CC1 | 0.1 | 6.2 | -3.8 | 3.9 | -0.1 | 6.4 | 0.2 | 14.5 | -3.5 | 9.2
COc1ccc(C(C[N+](=O)[O-])n2nc(C)cc2C)cc1 (configuration not stated) | -0.2 | 1.1 | -0.8 | -2.3 | -1.0 | -7.9 | · | 5.7 | 5.1 | 8.4
CNC(=O)c1cc2c(-c3ccccc3)nn(C)c2s1 | -0.6 | 2.1 | 10.7 | 3.1 | 72.8* | -16.3 | 3.6 | · | -6.3 | 6.7
Cn1cccc1/C=N/NC(=O)c1cc(-c2cccs2)nc2ccccc12 | -0.1 | · | 15.9 | 3.5 | 18.8 | -1.2 | · | -14.3 | 1.7 | 31.5*
CC(Nc1ncnc2ccccc12)c1ccccc1 (configuration not stated) | 0.7 | -0.8 | 2.0 | -3.1 | -0.7 | -6.5 | 2.4 | -3.8 | -1.3 | 1.7
Cc1ccc(SCCN2CCC(O)CCC2=O)cc1 (configuration not stated) | 0.8 | 0.3 | 4.1 | -1.4 | 2.9 | 6.2 | -0.4 | 16.6 | -0.3 | 6.0
Cc1ccc(N2CC(c3nc4ccccc4n3C)CC2=O)cc1 (configuration not stated) | i | 1.1 | 12.3 | 0.8 | -4.5 | 2.8 | 7.9 | 20.1 | -0.8 | 8.3
C/C(=C1\SC(N2CCOCC2)=NC1=O)c1ccccc1 | -0.5 | -5.8 | -4.3 | 0.3 | -2.9 | 4.3 | 2.6 | 8.1 | 3.4 | 4.3
COc1cc(CC(=O)Nc2ccccc2N2CCCCC2)cc(OC)c1OC | -0.2 | -5.7 | 8.6 | 0.2 | 1.0 | -0.8 | 9.2 | 9.0 | 6.3 | -6.6
COc1ccc(CNC(=O)COC(=O)c2ccc(S(=O)(=O)NCc3ccco3)cc2)cc1 | -0.4 | -5.4 | -0.6 | 0.0 | 0.0 | 6.2 | -1.4 | · | · | 5.6
CCc1ccc2[nH]c3nc(N/N=C/c4ccc(O)cc4O)nnc3c2c1 | 8.3 | · | -38.1 | -0.3 | -2.3 | 19.1 | -0.9 | -2.3 | 1.3 | 21.4
COc1ccc(C2=NN(C(=O)c3cccs3)C(c3ccccc3O)C2)cc1 (configuration not stated) | -0.1 | 1.1 | 0.7 | -1.6 | 2.6 | -13.2 | · | 1.2 | 4.6 | 11.0
CCOC(=O)C(C(=O)OCC)=C1OC(=O)c2ccccc21 | -12.5 | 3.5 | 0.2 | 0.3 | -2.4 | 0.3 | -0.6 | 15.3 | -4.1 | -1.9
C[C@H](CO)N1C[C@H](C)[C@@H](CN(C)S(=O)(=O)c2ccc(-c3ccccc3)cc2)OCc2cn(nn2)CCCC1=O | -2.4 | · | 5.9 | · | -1.4 | · | 0.5&-0.1&-0.9 | · | · | 1.0
N#Cc1c(N)nc(SCC(=O)OCc2ccccc2)c(C#N)c1-c1ccco1 | i | -18.3 | 1.8 | 0.7 | 4.7 | -46.3 | -3.1 | 35.6 | 4.8 | 6.4
O=C1CCC(C(=O)N2CCCC(C(=O)c3ccc4c5c(cccc35)CC4)C2)=NN1 (configuration not stated) | 2.3 | -5.7 | 2.4 | -1.3 | 10.1 | 4.5 | 0.2 | 7.5 | 2.6 | 7.1
CCOC(=O)CC1=NS(=O)(=O)c2ccccc2N1 | -0.6 | 4.0 | -8.8 | -1.6 | -1.0 | -9.2 | -2.2 | 18.9 | 1.9 | 10.4
CCc1ccc(C2CC(c3ccc(C)cc3)n3nc(N)nc3N2)cc1 (configuration not stated) | -0.2 | -6.7 | 6.8 | · | 1.6 | · | -1.4 | · | · | 0.0
Cc1cc(C(=O)Nc2ccccn2)no1 | i | -6.3 | 3.0 | 3.1 | 6.5 | -0.1 | -1.9 | -6.0 | -2.9 | 6.7
CC1CCN(C(=S)c2ccc(N(C)C)cc2)CC1 | i | 22.8 | -30.6 | 1.6 | 0.9 | -3.8 | -0.6 | 10.6 | 0.7 | 6.0
COc1ccc(C(=O)COC(=O)CCn2nnc(-c3cccs3)n2)cc1 | -0.1 | -3.2 | -9.4 | -3.1 | 2.7 | 3.2 | -2.2 | 8.3 | -4.8 | 3.4
O=C(NCc1ccc(F)cc1)C(=O)NCC1CCCN1S(=O)(=O)c1ccccc1 (configuration not stated) | -0.7 | 28.7 | 2.0 | -0.5 | 1.6 | -3.6 | -0.8 | · | · | 7.1
COc1cc(/C=C2\SC(N3CCc4ccccc4C3)=NC2=O)cc(OC)c1OC | -0.7 | 4.9 | 11.6 | -2.7 | -0.7 | 6.6 | -0.1 | 2.9 | 0.3 | 27.4
COc1ccccc1C1/C(=C(/O)c2ccc(Cl)cc2)C(=O)C(=O)N1CCN1CCOCC1 (configuration not stated) | 0.4 | · | -9.5 | 0.5 | -0.1 | -1.4 | 0.4 | 15.2 | 1.4 | 13.7
CCn1ncc(C2=NOC(C(=O)N3CCN(c4ccccc4)CC3)C2)c1C (configuration not stated) | -0.4 | -11.7 | -4.4 | 1.1 | 0.7 | -0.9 | 6.1 | 8.1 | 2.5 | -4.8
O=C(Nc1cc2c3c(c1)CC(=O)N3CCC2)c1cccc(F)c1 | -0.3 | 2.6 | 1.4 | 2.4 | -0.2 | 5.7 | -0.8 | · | · | 1.1
CCOC(=O)C1CCCN(CCC(=O)Nc2cc(OC)ccc2OC)C1 (configuration not stated) | -0.6 | -6.7 | 6.5 | 2.3 | -0.4 | -4.4 | 0.8 | -3.5 | -2.1 | 5.6
O=c1[nH]c(C2CCN(S(=O)(=O)c3ccc4c(c3)OCCO4)CC2)nc2c1nnn2Cc1c(F)cccc1Cl | i | 5.2 | 1.0 | -0.6 | 3.0 | -20.4 | -1.2 | 30.5 | 2.7 | 3.0
Fc1nc(F)c(F)c(NCCCNc2c(F)c(F)nc(F)c2F)c1F | 1.4 | -4.7 | -0.1 | -0.5 | 9.4 | -4.2 | · | 22.3 | -0.2 | 2.6
O=C(CSc1nnc(-c2ccncc2)n1Cc1ccccc1)Nc1nccs1 | -1.5 | -0.9 | 0.8 | 0.7 | 2.6 | -9.7 | 2.7 | 25.5 | 0.5 | 6.8
COc1ccc(N(CC(=O)NCc2ccccc2OC)S(=O)(=O)c2ccccc2[N+](=O)[O-])c(OC)c1 | i | 8.2 | 3.4 | 3.0 | -1.4 | -5.1 | · | 6.5 | -1.5 | -2.5
CCOc1cc(C2NN=C(c3ccccc3)S2)ccc1OCc1ccc(F)cc1 (configuration not stated) | -0.1 | -36.7 | -7.1 | -1.2 | 0.6 | -8.9 | -0.5 | 9.0 | -0.7 | 0.9
CCCCN(C)CCNC(=O)C1CCCN(S(=O)(=O)c2cccc3nsnc23)C1 (configuration not stated) | i | -16.8 | 12.7 | 0.4 | -1.2 | 0.7 | -1.3 | -2.4 | 2.7 | 6.6

Whole records, looked up by structure. Values in the order: BH1578 lux ind, PriA SSB inh, MazF activator, UGM FP inh, FBA Mtb inh, Rv3671c protease, BioA inh, VHR inh abs, 3CLpro inhibitor, GDH-TPI inh
COc1ccc(C(=O)COC(=O)CCn2nnc(-c3cccs3)n2)cc1 is listed as -0.1, -3.2, -9.4, -3.1, 2.7, 3.2, -2.2, 8.3, -4.8, 3.4
COc1cc(/C=C2\SC(N3CCc4ccccc4C3)=NC2=O)cc(OC)c1OC is listed as -0.7, 4.9, 11.6, -2.7, -0.7, 6.6, -0.1, 2.9, 0.3, 27.4
O=C(c1cc2c(s1)CCCCC2)N1CCN(c2ncccn2)CC1 is listed as 0.1, 6.2, -3.8, 3.9, -0.1, 6.4, 0.2, 14.5, -3.5, 9.2
CC1CCN(C(=S)c2ccc(N(C)C)cc2)CC1 is listed as i, 22.8, -30.6, 1.6, 0.9, -3.8, -0.6, 10.6, 0.7, 6.0
CSC(=S)NN=C(C)c1cccc(C)n1 is listed as i, 55.3*, 0.5, ·, 1.0, ·, ·, ·, ·, 6.0

Going on with the list:
SMILES | BH1578 lux ind | PriA SSB inh | MazF activator | UGM FP inh | FBA Mtb inh | Rv3671c protease | BioA inh | VHR inh abs | 3CLpro inhibitor | GDH-TPI inh
CCn1c2ccccc2c2cc(/C=N/NC(=O)c3ccccc3C)ccc21 | -0.5 | · | 7.7 | -1.0 | 4.8 | 6.2 | -1.3 | 10.2 | -2.9 | 34.9*
CC1=CC(=O)C2(C)C(C)=C(C)C12C (configuration not stated) | i | · | 9.6 | · | -2.7 | · | -0.4 | · | · | -2.6
NC(=O)C1CCN(C(=O)C(=O)c2cn(CC(=O)N3CCCC3)c3ccccc23)CC1 | -1.7 | 3.2&9.0 | -1.3 | -1.4 | 3.6 | -5.5 | 0.2 | 11.2 | -3.8 | 15.8
COc1ccccc1Nc1nc(C)c(C(=O)Nc2ccccc2)s1 | -0.4 | 4.0 | 6.7 | -1.2 | -4.7 | 1.7 | 0.0 | 26.2 | -0.2 | 7.9
NC(=O)c1ccc(NC(=O)COC(=O)c2ccc([N+](=O)[O-])cc2)cc1 | -0.4 | -9.2 | -5.1 | 0.1 | -1.2 | 2.5 | · | 7.7 | 3.4 | -19.0
Nc1nc(=O)n(C2CCCCO2)cc1Br (configuration not stated) | i | -9.7 | 10.1 | · | -1.5 | · | · | · | · | -3.2
CCOC(=O)c1nc(Nc2ccc(N3CCOCC3)cc2)c2ccccc2n1 | -7.7 | 11.7 | 1.9 | 3.5 | 4.2 | -0.3 | 0.2 | 48.7 | -3.2 | 6.0
COc1ccccc1NC(=O)C(C)OC(=O)CCSc1ccc(F)cc1 (configuration not stated) | -1.5 | -46.6 | -0.2 | -0.8 | 0.5 | -8.0 | -1.9 | · | · | 0.0
CCn1cc(C(=O)N2CCN(c3ccc(OC)cc3)CC2)c(=O)c2cc(S(=O)(=O)N3CCOCC3)ccc21 | 2.5 | -6.2 | 4.3 | -2.2 | 3.0 | 1.5 | 0.5 | 9.1 | 4.0 | 10.4
CCN1C(=O)[C@H]2[C@@H](c3ccc(Cl)cc3)N3C(=O)CN(Cc4ccccc4)C(=O)[C@@]3(C)[C@H]2C1=O | i | -13.0 | 1.8 | -2.3 | -1.6 | -8.5 | -6.9 | 12.7 | -5.5 | 4.9
CCCn1nc(NC(=O)C(C)C)c2cc3cc(OC)ccc3nc21 | i | -18.0 | -10.6 | -2.9 | 7.2 | -2.9 | -1.3 | -32.3 | -0.2 | 7.3

Screening results (PubChem BioAssay)

These rows are one share of the data; the hit share may differ from the screen's.
